Source: PubChem BioAssay (Broad Institute)
miR122 inh: miR-122 Renilla sensor signal increase in Huh7, primary screen, miR-122 inhibitor project, cell-based, single point, plate reader; Huh7 miR-122 Renilla luciferase sensor, 48 h; neutral wells = 0, positive control = 100; activation (reporter increase), % at 12.5 µM; 340,000 compounds, 0.3% hits;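 active = mean replicate activation score at least 90 and every replicate individually at or above 90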;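 also: higher luciferase means less miR-122 activity so hits act as miR-122 inhibitors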
PAX8 reporter: inhibitors of PAX8-driven TPO luciferase reporter, primary screen, RMG-I cells, single concentration; SteadyGlo, 24 h; inhibition, % at 12.6 µM; 360,000 compounds, 1.2% hits;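 active = mean replicate inhibition at least 60% with every replicate also reaching 60%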;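 also: luciferase light reporting Pax8 driven TPO promoter activity; plate controls were median of neutral control wells for no effect and mitoxantrone controls for full effect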
EWS-Fli block: EWS/Fli-driven NR0B1 reporter inhibitors, primary screen, A673 cells, NR0B1 luciferase, luminescence, MLPCN library; viability-normalised; inhibition, % at 12.6 µM; 350,000 compounds, 0.67% hits; AID 651661, 2012;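 active = mean inhibition of at least 50% after viability correction, with every replicate also passing that limit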;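 also: firefly luciferase signal divided by Alamar Blue viability fluorescence both relative to DMSO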
FN deposition inh: inhibitors of fibronectin matrix deposition, primary screen, AH1F cells, Alexa488-fibronectin fluorescence, plate reader; AH1F fibroblasts, overnight; inhibition, % at 12.6 µM; 350,000 compounds, 0.086% hits; AID 743247, 2014;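 active = mean inhibition across replicates of 30% or more, regardless of how many single replicates reach that level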;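 also: positive control wells lacked labelled fibronectin entirely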
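Schedule: 1 h cell adhesion before compound, then overnight fibronectin incubation; test system: AH1F fibroblast monolayer depositing Alexa488-labelled fibronectin into matrix; quantity: 10000 AH1F cells per well; probe or stimulus: fluorescent fibronectin at 24 nM final; signal: fluorescence, ex 485 nm, em 525 nm; evaluation: percent inhibition as loss of matrix-bound fibronectin fluorescence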
Cneo AK release: Cryptococcus neoformans cell lysis inducers, primary screen, AK release luminescence, single concentration. C. neoformans lysis, adenylate kinase release luminescence, 4 h; normalised: neutral wells 0, clomiphene wells 100. 360,000 compounds, 0.2% hits. lysis activity, % at 15 µM;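 active = mean lysis activity across replicates of at least 80%, whatever share of replicates individually reach that level; inactive = mean lysis activity below 80%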
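Signal: Adenylate kinase release luminescence | Assay system: Log-phase Cryptococcus neoformans yeast cells | Input: Cells at 5 × 10^6 per mL | Buffer or medium: Fresh YPD growth medium | Compound: Single dose | Schedule: Static 4 h at 37 °C with compound, 1 h detection | Controls: Clomiphene | Read-out: Luminescence rise reflecting yeast cell lysis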
CASP6 VEID inh: human caspase-6 inhibitors, primary screen, biochemical, VEID-R110 fluorescence, single point, set 2; purified caspase-6, Z-VEID-R110 cleavage fluorescence; inhibition, % at 12.5 µM; 350,000 compounds, 0.53% hits; AID 686996, 2013;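 active = mean inhibition across replicates at least about 35%, with every replicate also reaching that limit, limit read from the data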;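 also: 0% = median of neutral control wells and 100% = no fluorescence left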
Target sequence (P55212 24-179 limits assumed): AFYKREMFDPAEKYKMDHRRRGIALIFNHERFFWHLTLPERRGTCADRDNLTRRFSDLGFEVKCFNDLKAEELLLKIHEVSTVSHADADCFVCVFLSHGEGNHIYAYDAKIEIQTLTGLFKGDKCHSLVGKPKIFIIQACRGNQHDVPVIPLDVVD
Target sequence (P55212 194-293 limits assumed): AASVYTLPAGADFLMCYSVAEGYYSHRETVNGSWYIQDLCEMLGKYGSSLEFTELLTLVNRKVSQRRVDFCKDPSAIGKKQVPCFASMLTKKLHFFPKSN
LGR2 inh: inhibitors of bursicon-induced LGR2 CRE-luciferase signal, primary screen, cell-based, HEK293, CRE-luciferase reporter, bursicon stimulation. bursicon-stimulated, 4 h. inhibition, % at 9.99 µM. 380,000 compounds, 0.35% hits. AID 720647, 2013;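 active = drop in luminescence signal, shown as inhibition above about 50% in the replicate tests, limit read from the data, passing the limit was not always enough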;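 also: agonist challenge used bursicon conditioned medium at about half maximal strength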
PGC1a acetyl inh: inhibitors of PGC1a acetylation signal, primary screen, cell-based, U2OS, AlphaScreen, inhibitor mode | inhibition, % at 15.6 µM | AID 651687, 2012 | AlphaScreen anti-acetyl-lysine; with virally co-expressed GCN5 acetyltransferase | 350,000 compounds, 0.17% hits;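 active = every replicate shows inhibition of at least 40%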;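 also: 0% = neutral control wells and 100% = positive control wells; some results beyond the cut were filed as inactive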
Numbers without * were called inactive; · = not tested or not shown; [ ] = dose if it differs, or a comment.

SMILES	miR122 inh	PAX8 reporter	EWS-Fli block	FN deposition inh	Cneo AK release	CASP6 VEID inh	LGR2 inh	PGC1a acetyl inh
CC(C)(C)c1ccc(-n2ncc3c2CCCC3NC(=O)C2(C(N)=O)CC2)cc1 (configuration not stated)	7.2	25.9	·	9.0	3.9	2.6	13.5	5.3
Cc1ccc(NC(=O)CSc2ccc(Br)cc2)cc1S(=O)(=O)N1CCOCC1	·	-1.6	13.2	7.2	·	0.6	2.1	·
CCn1ncc(Br)c1C(=O)Nc1ccc(C(=O)OC(C)C)cc1	1.5	-4.1	·	-8.9	1.2	·	·	-18.4
Cc1ccc(S(=O)(=O)NC(=O)C2(C)CCN2C(=O)Cc2cc(F)ccc2F)nc1 (configuration not stated)	·	4.8	-11.3	-16.2	4.9	-1.2	2.7	·
C[C@@H]1CCCCO[C@H](CN(C)Cc2ccc(Cl)c(Cl)c2)[C@@H](C)CN([C@@H](C)CO)C(=O)c2cc(NC(=O)CCC(F)(F)F)ccc2O1	-9.1[16.7 µM]	56.0	3.5	·	-1.7	1.4	14.9	8.2
CCc1nc2ccccc2[nH]1	0.7	·	0.3	·	-3.7	-0.9	9.4	-2.2
CCCCNC(=O)Nc1nnc(C(C)(C)C)s1	2.8	-23.3	-8.8	-3.5	-0.2	-1.2	·	-9.9
Cc1noc(C)c1NC(=O)N(C)C[C@@H]1OCCCC[C@@H](C)Oc2ccc(N(C)C)cc2C(=O)N([C@@H](C)CO)C[C@@H]1C	4.5[16.7 µM]	-2.8	-0.4	·	-3.2	-2.5	16.6	-0.8
C[C@@H]1CN([C@@H](C)CO)C(=O)c2cc(-c3ccccc3F)cnc2O[C@@H]1CN(C)C(=O)c1ccccn1	-3.5[16.7 µM]	·	-32.5	-18.9	0.5	0.0	25.2	-1.9
CN1c2ccc(Br)cc2[C@H]2[C@H](CCN2C(=O)Cc2cccnc2)[C@@H]1CO	3.7[16.7 µM]	-32.5	2.5	-32.0	4.3	2.0	-9.6	-6.5
COc1cccc(C2C(C(=O)OCc3ccccc3)=C(C)Nc3ncnn32)c1OC (configuration not stated)	-10.5	6.7	-7.3	-0.1	4.2	0.3	6.8	·
Cn1nc(-c2ccccc2)cc1NS(=O)(=O)c1ccc(C#N)cc1	3.6	1.6	10.7	-3.8	6.4	-5.3	-2.0	-9.7
O=C(Cc1ccc(NC(=O)C2CCN(C(=O)C3CCC3)CC2)cc1)Nc1cccc(C(=O)N2CCCCC2)c1	0.4	1.1	9.9	8.7	3.7	0.5	5.9	-1.5
CC(=O)N1[C@@H]2Cn3c(ccc(C4=CCCCC4)c3=O)[C@H]1[C@@H](C(=O)N[C@@H](C)c1ccccc1)[C@@H]2CO	·	·	-3.0	-5.2	-4.0	0.9	-0.6	·
Clc1cccc(-c2csc(Nc3cccnc3)n2)c1	·	-31.0	-43.7	2.9	·	0.8	-31.1	·
CCC(=O)N1CC[C@H]2[C@@H]1c1cc(-c3ccccc3)ccc1N(C)[C@H]2CO	2.0[16.7 µM]	-6.4	2.2	0.4	-6.7	-4.9	-5.8	-6.3
CS(=O)(=O)N1CCN(C(=O)c2ccc(Br)s2)CC1	-0.8	·	·	-1.6	0.8	·	12.0	-1.4
COCC#Cc1ccc2c(c1)O[C@@H](CN(C)C(C)=O)[C@@H](C)CN([C@@H](C)CO)S2(=O)=O	-7.1[16.7 µM]	·	-10.5	1.3	10.5	-0.4	4.4	-0.7
COc1ccc(NC(=O)c2cc(-c3ccncc3)nc3ccc(Br)cc23)cc1OC	·	24.4	·	6.7	2.6	0.0	-13.7	·
Cc1c(Cl)cccc1NC(=O)CSc1nncn1-c1ccccn1	·	28.0	-3.0	3.3	2.8	-1.5	-1.7	·
CC(/C=N/N1CCN(c2ccccc2)CC1)=C\c1ccco1	4.1	·	-36.4	·	-2.7	-3.0	-63.4	-0.4
CCN1C(=O)[C@H]2[C@@H](c3ccc(C)cc3)N3C(=O)N(c4cccc(Cl)c4)C(=O)[C@@]3(C)[C@H]2C1=O	·	-11.0	-3.5	20.5	0.4	0.0	-2.7	·
CCC(C(=O)OCCOCCN(CC)CC)c1ccccc1 (configuration not stated)	21.2	-18.5	-5.0	5.1	-1.2	-5.2	2.7	9.4
COCCN(C(=O)c1ccccc1)c1nc(-c2ccc(OC)cc2)cs1	3.7	-32.5	-31.9	-8.2	5.2	1.2	-9.5	34.2
CCN(CC)C(=O)C1=C(C)N(Cc2ccc(C(C)(C)C)cc2)C(=O)C(CC(=O)NC2CCCCC2)C1 (configuration not stated)	-0.7	24.4	7.7	-3.9	-0.4	6.5	19.4	-10.8
SMILES	miR122 inh	PAX8 reporter	EWS-Fli block	FN deposition inh	Cneo AK release	CASP6 VEID inh	LGR2 inh	PGC1a acetyl inh
O=C(N[C@H]1C=C[C@H](CC(=O)N2CCc3ccccc3C2)O[C@@H]1CO)C1CCOCC1	·	·	1.5	·	·	0.1	6.1	0.4
Cc1ccc([C@H]2N[C@]3(CCCN(Cc4ccccc4)C3=O)[C@H]3C(=O)N(Cc4ccccc4)C(=O)[C@@H]23)cc1	0.2	2.2	-4.3	-14.2	-5.4	5.2	16.3	-5.3
C[C@H](CO)N1C[C@H](C)[C@H](CN(C)S(=O)(=O)c2cccs2)Oc2c(NC(=O)C3CC3)cccc2C1=O	24.6[16.7 µM]	-13.5	-14.3	·	-1.7	-1.5	-6.2	-6.7
C[C@H]1CN([C@@H](C)CO)S(=O)(=O)c2ccc(-c3cncnc3)cc2O[C@@H]1CN(C)C(=O)C1CCC1	-0.2[16.7 µM]	·	-7.5	·	0.9	-0.6	-8.9	10.8
Cc1ccc(S(=O)(=O)C(C#N)c2nc3ccccc3nc2N2CC(C)OC(C)C2)cc1C (configuration not stated)	1.5	14.5	·	1.8	3.3	·	·	7.6
COCCN1C(=O)CCC1(C)C(=O)NC1CCCC1 (configuration not stated)	0.7	-4.2	-9.1	1.1	-0.8	1.2	15.6	-8.8
O=C1O[C@@H](c2ccccc2)[C@@H](c2ccccc2)N2[C@@H](c3ccccc3OCCO)[C@]3(C(=O)Nc4ccc(C#CCCO)cc43)[C@@H](C(=O)O)[C@H]12	·	-5.2	2.3	·	-0.8	9.8	·	·
COC(=O)c1cnc2ccccc2n1	-2.8	3.2	·	4.0	-2.3	·	·	9.0
CNC[C@H]1OCCCC[C@@H](C)Oc2ccc(NC(=O)c3ccccc3)cc2C(=O)N([C@H](C)CO)C[C@@H]1C	1.3[16.7 µM]	-6.2	-0.8	·	0.4	-1.0	0.9	-3.5
COCC(=O)N(C)C[C@H]1Oc2cc(-c3ccncc3)ccc2S(=O)(=O)N([C@@H](C)CO)C[C@@H]1C	0.3[16.7 µM]	·	9.2	-4.1	-1.3	0.1	-13.4	1.6
O=C(Cc1ccc(Br)cc1)Nc1ccccc1Cl	-8.3	-15.8	·	8.1	-3.2	·	7.0	-1.9
COCCCNC(=O)C[C@H]1C[C@@]2(C(=O)OC)C(=C[C@H](C(C)(C)C)O[C@@H]2C)N(CCc2ccc(OC)c(OC)c2)C1=O	·	-15.6	-10.1	4.2	·	1.0	-24.3	·
COc1cccc(-c2ccc([C@@H]3[C@H]4CN(C(=O)c5cccnc5)CC(=O)N4[C@H]3CO)cc2)c1	·	-2.9	5.5	4.5	·	6.3	9.4	-3.3
COc1ccc(S(=O)(=O)n2nc(OC(=O)c3cccs3)cc2NC(=O)c2cccs2)cc1	5.0	1.6	-0.4	1.1	3.9	-0.1	-8.7	4.0
O=C(c1cccs1)n1nc(-c2ccccc2)nc1NCc1ccco1	-6.5	-51.3	·	-0.8	0.0	·	·	·
CCOc1cc(/C=C(/C#N)C(=O)Nc2ccc(OC)cc2)ccc1OCc1ccc(C(=O)O)cc1	-4.2	-17.0	2.1	12.1	3.7	7.4	·	1.1
COCCCNC(=S)N1CCC(NC(=O)c2ccco2)CC1	-3.7	-22.8	-1.5	·	0.5	·	-5.7	4.9
CCOc1ccc(S(=O)(=O)NCCC(=O)NC2CCN(Cc3ccccc3)CC2)cc1	·	16.6	-2.9	-7.3	0.8	-7.7	-2.7	-13.3
CC(=O)Nc1cccc(-c2ccnc3c2CC(C(=O)NC(C)C)O3)c1 (configuration not stated)	-0.5	-7.7	-4.3	0.9	-1.6	-1.1	9.8	·
CCOC(=O)c1c(C)oc2cc(Br)c(OC(C)C(=O)OCC)cc12 (configuration not stated)	-5.1	·	·	2.6	0.5	·	·	7.1
COc1ccc(NC(=O)c2cc(-c3ccc(C)c(C)c3O)n[nH]2)cc1Cl	-1.1	16.4	-6.3	-1.6	-0.9	2.0	-8.8	-12.4
O=C1c2ccccc2C(=O)N1C1CCCCC1	-10.8	-17.4	5.0	-5.3	-0.5	0.9	7.2	·
CCOc1ccc2ccccc2c1/C=N/n1cncn1	-2.4	-15.2	·	13.0	0.5	·	·	-8.5
C[C@H]1CN([C@@H](C)CO)C(=O)Cc2cc(NC(=O)Nc3cccc4ccccc34)ccc2O[C@H]1CN(C)Cc1ccc(Cl)c(Cl)c1	-6.2[16.7 µM]	·	1.2	·	4.7	-0.1	-6.0	-1.6
CCCCCCn1cc(C(=O)O)c(=O)c2cc(F)c(N3CCCCC3)cc21	-5.0	4.5	-6.1	0.0	0.5	-1.5	5.5	4.5
COc1cccc(C(=O)NC2C(=O)N3C(C(=O)O)=C(COC(C)=O)CSC23)c1 (configuration not stated)	6.3	21.4	-6.1	-3.7	-2.9	9.1	-3.4	1.1
O=C(NCC1CCCO1)c1c(O)c2cccc3c2n(c1=O)CCC3 (configuration not stated)	-0.6	·	·	·	-2.4	·	-11.1	9.0
O=C([C@@H]1[C@@H](CO)[C@@H]2Cn3c(ccc(-c4ccccc4F)c3=O)[C@H]1N2C(=O)C1CC1)N1CCCCC1	6.3[16.7 µM]	·	-0.1	·	-4.0	5.4	-11.7	·
CC(C)=C1C(=O)NN(c2ccc(C)c(Cl)c2)C1=O	-0.3	15.2	13.9	6.1	·	25.8	12.5	28.1
O=C(CSc1nc2ccccc2c(=O)[nH]1)N1CCN(c2ccccc2F)CC1	-8.4	9.8	-5.8	5.5	-3.2	1.8	2.5	0.4

Shown bar-delimited: five of the compounds above
mol | miR122 inh | PAX8 reporter | EWS-Fli block | FN deposition inh | Cneo AK release | CASP6 VEID inh | LGR2 inh | PGC1a acetyl inh
C[C@@H]1CCCCO[C@H](CN(C)Cc2ccc(Cl)c(Cl)c2)[C@@H](C)CN([C@@H](C)CO)C(=O)c2cc(NC(=O)CCC(F)(F)F)ccc2O1 | -9.1[16.7 µM] | 56.0 | 3.5 | · | -1.7 | 1.4 | 14.9 | 8.2
CCc1nc2ccccc2[nH]1 | 0.7 | · | 0.3 | · | -3.7 | -0.9 | 9.4 | -2.2
CCCCNC(=O)Nc1nnc(C(C)(C)C)s1 | 2.8 | -23.3 | -8.8 | -3.5 | -0.2 | -1.2 | · | -9.9
Cc1noc(C)c1NC(=O)N(C)C[C@@H]1OCCCC[C@@H](C)Oc2ccc(N(C)C)cc2C(=O)N([C@@H](C)CO)C[C@@H]1C | 4.5[16.7 µM] | -2.8 | -0.4 | · | -3.2 | -2.5 | 16.6 | -0.8
C[C@@H]1CN([C@@H](C)CO)C(=O)c2cc(-c3ccccc3F)cnc2O[C@@H]1CN(C)C(=O)c1ccccn1 | -3.5[16.7 µM] | · | -32.5 | -18.9 | 0.5 | 0.0 | 25.2 | -1.9
